Source: PubChem (several laboratories)
PHOSPHO1 inh – PubChem AID 1565; inhibition, % at 13.3 µM; Phosphoethanolamine/phosphocholine phosphatase (Homo sapiens), Q8TCT1; recombinant PHOSPHO1, absorbance phosphatase assay; 290,000 compounds, 1.1% hits; in the data active means inhibition above about 60%
MEKK3 PB1 HTS – modulators of MEKK3-MEK5 PB1 binding, primary screen, biochemical, wildtype MEKK3, multiplex bead flow cytometry, Alexa488-MEK5; Mitogen-activated protein kinase kinase kinase 3 (Homo sapiens), Q99759; bead-based flow cytometry, Alexa488-MEK5 binding to MEKK3; actives lie on both sides; 0 = blocked by unlabeled MEK5, 100 = vehicle; binding response (% of control), % at 10 µM; 290,000 compounds, 1.4% hits; AID 1529, 2009;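 active means binding response more than 3 SD above or below the average of its plate-row segment, actives on both sides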;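 further: Alexa488 bead fluorescence after subtracting the streptavidin-only scavenger bead signal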
Target sequence (Q99759 whole entry, looked up): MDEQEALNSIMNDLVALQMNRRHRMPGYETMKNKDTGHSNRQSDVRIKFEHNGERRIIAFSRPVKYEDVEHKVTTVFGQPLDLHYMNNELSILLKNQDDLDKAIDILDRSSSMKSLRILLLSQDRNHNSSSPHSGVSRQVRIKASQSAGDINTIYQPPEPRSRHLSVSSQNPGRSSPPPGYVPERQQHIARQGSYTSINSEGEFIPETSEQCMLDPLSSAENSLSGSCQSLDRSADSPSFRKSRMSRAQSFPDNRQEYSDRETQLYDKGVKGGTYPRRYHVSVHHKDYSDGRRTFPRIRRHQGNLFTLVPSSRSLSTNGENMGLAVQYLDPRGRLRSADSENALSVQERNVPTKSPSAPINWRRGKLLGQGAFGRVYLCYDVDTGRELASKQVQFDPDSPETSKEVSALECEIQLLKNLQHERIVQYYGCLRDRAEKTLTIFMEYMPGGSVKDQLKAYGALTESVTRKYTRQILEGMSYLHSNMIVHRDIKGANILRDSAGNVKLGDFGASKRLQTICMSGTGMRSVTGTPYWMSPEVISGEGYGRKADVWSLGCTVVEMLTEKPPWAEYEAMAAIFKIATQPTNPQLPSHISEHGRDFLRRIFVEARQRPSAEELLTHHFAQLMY
GalR3 antagonist – GalR3 antagonists in HEK293 cells, primary screen, cell-based, fluorescence readout. Galanin receptor type 3 (Homo sapiens), O60755. HEK293 GalR3-CNG cAMP membrane potential fluorescence; galR3 body fused to GalR1 C-terminus. inhibition, % at 3 µM. 360,000 compounds, 0.44% hits;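 active means inhibition above the screen-wide average plus 3 SD, cut at about 13% in these data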;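 further: forskolin and galanin both at EC90 stimulate the cells; cAMP rise reported by CNG channel membrane potential dye signal; 0% = forskolin plus galanin with DMSO and 100% = forskolin alone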
Target sequence (O60755 1-299 limits assumed): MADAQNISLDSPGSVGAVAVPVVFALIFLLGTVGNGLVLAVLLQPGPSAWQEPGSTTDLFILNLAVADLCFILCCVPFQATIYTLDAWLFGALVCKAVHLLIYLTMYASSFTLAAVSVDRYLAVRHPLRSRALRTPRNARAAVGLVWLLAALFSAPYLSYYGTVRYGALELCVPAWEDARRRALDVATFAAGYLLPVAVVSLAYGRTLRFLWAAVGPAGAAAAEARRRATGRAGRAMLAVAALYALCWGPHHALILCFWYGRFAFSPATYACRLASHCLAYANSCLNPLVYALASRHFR
IDE act – human IDE activators in live cells, primary screen, fluorescence polarization, HEK cells, FAbeta-B substrate; Insulin-degrading enzyme (Homo sapiens), P14735; FAbeta-B cleavage; 0% vehicle, 100% cell-free pure enzyme wells; activation, % at 5.96 µM; 340,000 compounds, 0.073% hits; AID 493087, 2011;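 active means activation above the mean of all tested compounds plus 3 SD, set per screening campaign, cut at about 17% in these data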
IDE inh – human IDE inhibitors in live cells, primary screen, fluorescence polarization, HEK cells, FAbetaB substrate. Insulin-degrading enzyme (Homo sapiens), P14735. FAbetaB cleavage. inhibition, % at 5.59 µM. 320,000 compounds, 0.41% hits. AID 434962, 2010;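 active means percent inhibition above the average of all tested compounds plus 3 SD, set per screening campaign, cut at about 16% in these data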;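 further: IDE supplied by intact live HEK cells; FP after avidin binding of uncleaved biotin substrate so inhibition keeps polarization high; 0% = DMSO wells and 100% = 60 µM reference IDE inhibitor Ii1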
CRFBP-R2 block – antagonists of CRF-BP/CRF-R2 complex, primary screen, cell-based, HEK293, calcium dye fluorescence, uHTS | 350,000 compounds, 0.59% hits | inhibition, % at 11.8 µM | CRF-induced calcium fluorescence;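 active means inhibition of the ligand-induced calcium signal above about 50% at the single tested concentration, limit read from the data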
pCIP destab – p/CIP-EGFP fusion destabilizers, primary screen, fluorescence, F442A cells | Q05BA5 | decrease of EGFP signal, % at 10 µM | 16 h | 290,000 compounds, 0.01% hits;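 active means EGFP signal decrease of at least 30% at 10 µM or well 3 SD below plate mean, unless failing retest; inactive means the rest, including hits failing retest or dose response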; further: some compounds called inactive have numbers as strong as hits; many of its hits are not listed in these tables
CRFBP-R2 agonist – agonists of CRF-BP/CRF-R2 complex, primary screen, cell-based, HEK293, calcium dye fluorescence, uHTS; 350,000 compounds, 0.46% hits; AID 588473, 2011; CRF-binding protein / CRF receptor 2 complex (human); activation, % at 13.2 µM; calcium dye fluorescence (FLIPR); percent of saturating CRF peptide response;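 active means activation of at least 50%, plus an integration ratio under a set limit after plate pattern correction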;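 further: plate controls were neutral control wells without compound for no effect and CRF at EC100 for full effect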
M4 PAM – human M4 muscarinic receptor positive allosteric modulators, primary screen, CHO-K1 cells, Fluo-8 calcium fluorescence | Muscarinic acetylcholine receptor M4 (Homo sapiens), P08173 | CHO-K1 hM4/Gqi5, ACh EC20; 0% = ACh EC20, 100% = maximal ACh | activation, % at 3 µM | 360,000 compounds, 0.4% hits | AID 624126, 2012;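 active means activation above its plate's cutoff, the mean activation of sample wells plus 3 SD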; further: some results filed as inactive read as strong as hits
An asterisk follows results filed as active; x = no result given. Random draw from the library. About 4.2% of those tested had a hit in this group.

Below each compound: PHOSPHO1 inh | MEKK3 PB1 HTS | GalR3 antagonist | IDE act | IDE inh | CRFBP-R2 block | pCIP destab | CRFBP-R2 agonist | M4 PAM
- COc1ccc(C2CC2/C(=N/O)c2ccccc2)cc1 (configuration not stated)
 : 28 | 105 | -5 | 3 | 1 | 15 | -8 | -0.2 | -3
- CCCN(CCO)C1CCN(CCc2ccccc2)CC1
 : x | 97 | -10 | 4 | 9 | -2 | -4 | 6.1 | 4
- NC(N)=NS(=O)(=O)c1ccc(NC(=S)NC(=O)/C=C/c2ccccc2)cc1
 : 10 | 96 | 1 | -4 | 1 | 5 | 0 | 3.0 | 3
- CC1=CC(C)(C)N(C(=O)CSc2nccn2C)c2cc(C)ccc21
 : 7 | 97 | -8 | 7 | 0 | -19 | -3 | -5.0 | 0
- O=S(=O)(NC1CCN(S(=O)(=O)c2ccc3c(c2)OCCO3)C1)c1c(F)cccc1F (configuration not stated)
 : x | x | -7 | 2 | 2 | -4 | x | 0.1 | 8
- C#CC[N+]1(CC#Cc2ccccc2)CCCC1
 : 36 | 97 | -4 | 1 | 4 | 15 | -14 | -2.2 | -5
- Cc1[nH]n(-c2ccccc2)c(=O)c1C(c1cccc([N+](=O)[O-])c1)c1c(C)[nH]n(-c2ccccc2)c1=O
 : -26 | 97 | 3 | 7 | 1 | 30 | -3 | -0.1 | -2
- COc1cccc(OC)c1C(=O)Nn1c(-c2cccs2)nc2ccccc2c1=O
 : -4 | 106 | -6 | -3 | -5 | 4 | -12 | -0.8 | -2
- Cc1nc2ncnn2c(C)c1CCC(=O)NCCc1ccccc1
 : 3 | 102 | 1 | 3 | 1 | 4 | -11 | 1.9 | -8
- O=C(NCc1ccccn1)Nc1cccc(Cl)c1Cl
 : 32 | 104 | -4 | 4 | -2 | 12 | -28 | 0.1 | -1
- C[C@@H]1C=C(C(=O)NCc2nc3ccccc3[nH]2)O[C@H](OCCCCO)C1
 : x | 102 | -3 | -4 | 17* | -1 | x | -1.1 | -5
- Cc1ccc(OCCNC(=O)c2cccc(S(=O)(=O)N3CCN(Cc4ccccc4)CC3)c2)cc1
 : x | x | -7 | 3 | x | 1 | x | 3.1 | 3
- NC(=O)NC(=O)COC(=O)c1ccc(Cl)c(S(=O)(=O)N(Cc2ccccc2)c2ccc(Cl)cc2)c1
 : 21 | 107 | -4 | 3 | 5 | 24 | -8 | 1.2 | -4
- O=C(/C=C/c1ccc(F)cc1)N1CCN(c2ncccn2)CC1
 : -3 | 100 | -1 | 8 | 1 | 4 | 3 | -2.6 | -2
- O=C(O)C1CCC(=O)N1Cc1ccccc1Cl (configuration not stated)
 : 2 | 99 | 3 | -4 | 1 | -2 | -11 | 1.0 | 10
- Cn1c(C(=O)NCCN2CCc3ccccc3C2)cc2c(=O)n(C)c3ccccc3c21
 : 0 | 102 | 0 | 5 | -2 | 10 | -1 | 0.5 | -5
- CC(=O)c1ccc(NC(=S)Nc2ccn(Cc3ccc(Br)cc3)n2)cc1
 : -4 | 104 | 2 | 1 | 9 | -5 | -6 | -0.2 | -6
- C=CCn1c(SCC(=O)NCc2ccc3c(c2)OCO3)nc2scc(-c3ccccc3)c2c1=O
 : 32 | 112 | 3 | 4 | 5 | 21 | -13 | 0.6 | 8
- CCCS(=O)(=O)N1CCCC(C(=O)NCCCN(C)c2ccccc2)C1 (configuration not stated)
 : 17 | 98 | 0 | 1 | 5 | 38 | 0 | -1.7 | 0
- COc1ccc2nc(NCCCO)[nH]c2c1
 : -11 | 100 | -2 | 2 | -1 | 22 | -3 | -0.2 | 1
- COCc1cc(C)nc(N/N=C/c2ccc(Cl)c(Cl)c2)c1C#N
 : -13 | 98 | -3 | 2 | -1 | -7 | -4 | -2.0 | 2
- CCOC(=O)C1=C(C(F)(F)F)Nc2ncnn2C1c1cc(OC)ccc1OC (configuration not stated)
 : -14 | 97 | 2 | 0 | 5 | -7 | -8 | 2.1 | -2
- CCOC(=O)C(CC)Sc1ncnc2nc[nH]c12 (configuration not stated)
 : 6 | 108 | -4 | 3 | 6 | 11 | -1 | -0.6 | 1
- O=C(Nc1ccccc1O)c1cc(S(=O)(=O)N2CCOCC2)c(Cl)cc1Cl
 : -2 | 105 | -6 | 2 | -4 | -5 | -1 | -1.4 | -6
- Nc1ccccc1OCP(=O)(c1ccccc1)c1ccccc1
 : 10 | 97 | -4 | 5 | 3 | -16 | -10 | -0.3 | -1
- CCCc1cc(=O)oc2cc(OCC(=O)NCCCN3CCCC3=O)ccc12
 : 32 | 101 | 4 | -2 | 6 | 10 | -18 | -0.9 | -4
- CCC(C)(C(=O)NC1CCCCC1)N(C(=O)c1ccccn1)c1ccc(C)cc1 (configuration not stated)
 : 8 | 103 | -5 | 3 | 5 | 8 | 8 | -1.9 | 0
- O=C1CC(N2CCN(c3ccccc3O)CC2)C(=O)N1Cc1ccccc1 (configuration not stated)
 : 21 | 88 | 4 | 0 | -3 | 2 | -88 | -2.2 | -3
- N#Cc1cnn(-c2cccc(Cl)c2)c1-n1cccc1
 : 45 | 93 | -2 | -3 | 1 | 2 | -9 | -0.5 | 6
- COc1cc(C=O)ccc1OCc1cccc(Br)c1
 : -11 | 89 | 0 | 3 | 1 | 10 | -12 | -0.8 | 1
- C=C1C(=O)O[C@H]2[C@H]1[C@H](OC(=O)/C(C)=C\C)C[C@]1(CO1)[C@@H]1[C@H](OC(C)=O)C=C(C)[C@]21O
 : x | x | -2 | 5 | x | 0 | x | -1.9 | 1
- Cc1cc2[nH]c(=O)c(=O)[nH]c2cc1S(=O)(=O)N(C)C1CCCCC1
 : 54 | 97 | -2 | 4 | 0 | 11 | -1 | -1.5 | -4
- CC1CCN(S(=O)(=O)c2ccc(NC(=O)c3ccco3)cc2)CC1
 : 22 | 102 | -5 | 0 | -1 | 11 | 4 | 1.2 | -6
- Cc1nc(C)c(CCNC(=O)c2ccccc2)s1
 : -14 | 103 | 3 | 3 | -1 | 2 | -3 | -0.1 | 2
- CN(C)C(=O)c1ccc(NC(=O)CSc2nc3ccccc3[nH]2)cc1
 : -14 | 110 | -5 | 2 | 4 | -10 | 8 | 0.3 | -1
- O=C(COC(=O)c1cnc(Cl)c(Cl)c1)NC1CC1
 : x | x | -4 | 6 | 2 | -6 | x | 0.3 | 1
- Cc1c(-c2cccc(NC(=O)c3ccco3)c2)nc2ncccn12
 : -5 | 89 | -7 | 1 | 2 | 3 | -9 | -5.4 | -7
- COc1ccc(CN(C)C(=O)Cc2ccc(OC)c(S(=O)(=O)N3CCOCC3)c2)cc1OC
 : x | x | -3 | 3 | 2 | 0 | x | 1.0 | -3
- COc1cc(-c2nnn(CC(=O)N3CCOCC3)n2)cc(OC)c1OC
 : 11 | 105 | -3 | 3 | 3 | 0 | 1 | -2.9 | 0
- COc1ccc(C2CC3(CC(C)(C)NC(=S)N3)Oc3cc(O)cc(C)c32)cc1OC (configuration not stated)
 : -4 | 104 | -4 | 1 | 5 | 8 | 13 | 1.6 | 3
- COc1ccc(C2(C)NC(=O)N(CC(=O)Nc3ccc(Br)cc3F)C2=O)cc1OC (configuration not stated)
 : 35 | 100 | -9 | 4 | -2 | 3 | -20 | -0.4 | -1
- CCn1c(/C=N/Nc2ccc(C(=O)O)cc2)nc2ccccc21
 : 0 | 133* | -3 | 6 | 1 | -40 | 9 | -5.7 | 7
- COc1cc(C(=O)N/C(=C\c2cn(S(=O)(=O)N(C)C)c3ccccc23)C(=O)NCCCO)cc(OC)c1OC
 : -10 | 99 | -7 | 7 | 1 | 4 | -2 | -2.9 | -1
- CCOc1ccc(Br)cc1S(=O)(=O)NCCN(C)C
 : -22 | 87 | -1 | -2 | -3 | 13 | -4 | 6.2 | 9
- CC(Nc1cc(N2CCN(S(=O)(=O)N(C)C)CC2)ccc1[N+](=O)[O-])c1ccccc1 (configuration not stated)
 : 39 | 102 | 4 | 0 | -1 | 9 | 31 | 0.8 | 0
- O=C(N/N=C\c1ccc2c(c1)OCO2)c1ccc(Cn2cc(Br)c([N+](=O)[O-])n2)o1
 : 0 | 90 | -1 | -1 | 0 | 1 | -24 | 0.9 | 5
- Cc1ccccc1CN1CCC(n2nccc2NC(=O)c2cccnc2)CC1
 : 36 | 99 | 3 | 2 | -6 | 4 | -7 | 0.7 | 6
- C=CCn1c(SCCC(=O)O)nnc1-c1cccs1
 : -6 | 80 | -2 | 5 | 8 | 0 | 4 | -3.2 | -2
- Cn1nccc1NS(=O)(=O)c1ccc(C(C)(C)C)cc1
 : 25 | 93 | 9 | 6 | 1 | 2 | -6 | 0.0 | -10
- CCCOc1ccc(N2C(=O)CC(NCCNc3ccc(S(=O)(=O)CC)cc3)C2=O)cc1 (configuration not stated)
 : -1 | 96 | 0 | 0 | -1 | -10 | 1 | 0.6 | 5
- COc1ccc(C2C(C#N)=C(N)OC3=C2C(=O)CC(C)(C)C3)c(OC)c1OC (configuration not stated)
 : -12 | 104 | 5 | -2 | 0 | 2 | -11 | -0.4 | -1
- COCCC(=O)N1CCC(Oc2ccc(C(=O)NCCc3cn[nH]c3)cc2)CC1
 : 22 | 100 | 2 | 4 | -4 | 0 | -35 | 0.8 | 3
- CSc1nc(C)cc(SC(C(C)=O)C(=O)Nc2ccccc2)n1 (configuration not stated)
 : 6 | 107 | -1 | 3 | 2 | 6 | -3 | 0.4 | 23*
- COC(=O)C1=C(CSc2nncn2C)NC(=O)NC1c1ccc(F)cc1 (configuration not stated)
 : 17 | 111 | -5 | 0 | 6 | -6 | -6 | 0.4 | 17
- Cn1c(=O)c2c(nc(CN3CCN(c4ccccc4)CC3)n2CCN2CCOCC2)n(C)c1=O
 : 1 | 99 | -5 | x | 1 | -6 | -4 | 4.4 | x
- O=C(Nc1cc(N2CCOCC2)ncn1)Nc1cccc2ccccc12
 : 34 | 79 | -3 | 5 | -2 | -20 | -7 | 0.2 | 4
- O=C(O)CC(c1ccc(Cl)cc1)N1Cc2ccccc2C1=O (configuration not stated)
 : 20 | 106 | -6 | -3 | 0 | 2 | -7 | -1.3 | -1
- CC(C)N(C(=O)Cn1cc(SCC(=O)N2CCCC2)c2ccccc21)C(C)C
 : 24 | 114 | 8 | 9 | -3 | 7 | -3 | -4.2 | -9
- CNC(C)C#Cc1ccc2c(=O)c3c(OC)cccc3oc2c1 (configuration not stated)
 : -13 | 98 | x | x | -3 | x | 6 | x | x
- CCOC(=O)c1sc(=NC(=O)c2cccs2)n(C)c1C
 : -58 | 102 | -7 | 4 | 5 | -2 | 8 | -0.9 | 7
- O=C(Nc1c(F)cccc1F)C1CCN(C(=O)c2cccs2)CC1
 : 2 | 100 | -7 | 7 | 4 | -8 | -11 | 2.5 | 3
- CCOC(=O)C(Cc1ccccc1)NS(=O)(=O)c1ccc(NC(C)=O)cc1 (configuration not stated)
 : -21 | 78 | 0 | 0 | 4 | 3 | -14 | -1.3 | -1
- O=C(CCNC(=O)c1ccc([N+](=O)[O-])cc1)NCc1ccco1
 : x | x | -1 | 4 | 2 | 1 | x | 0.5 | 5
